# From PubChem BioAssay
# APJ antag: antagonists of human apelin receptor APJ, primary screen, CHO-K1 cells, beta-arrestin complementation, luminescence | P35414 | actives 0.32% (n = 330,000) | inhibition, % at 20 µM;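 active means inhibition above about 40% at 20 µM, limit read from the data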;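 further: cells challenged with 10 nM apelin-13 agonist together with compound; plate controls were apelin-13 plus DMSO wells for no effect and DMSO wells lacking apelin-13 for full effect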
# Target sequence (P35414 whole entry, looked up): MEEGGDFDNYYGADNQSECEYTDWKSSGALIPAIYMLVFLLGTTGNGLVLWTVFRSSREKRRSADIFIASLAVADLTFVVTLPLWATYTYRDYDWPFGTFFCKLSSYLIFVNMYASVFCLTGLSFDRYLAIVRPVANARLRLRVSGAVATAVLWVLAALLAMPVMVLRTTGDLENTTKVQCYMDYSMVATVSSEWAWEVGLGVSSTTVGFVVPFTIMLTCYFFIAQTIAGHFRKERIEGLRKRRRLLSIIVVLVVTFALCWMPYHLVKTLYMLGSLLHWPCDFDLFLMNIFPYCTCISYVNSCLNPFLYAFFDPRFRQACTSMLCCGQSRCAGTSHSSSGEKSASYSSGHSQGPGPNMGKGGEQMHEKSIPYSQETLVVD
# NLRP3 yeast inh: NALP3 inflammasome inhibitors in reconstituted yeast, primary screen, luminescence, uHTS; Yeast reconstituted NLRP3/ASC/caspase-1, beta-gal luminescence, 24 h; inhibition, % at 10 µM; actives 0.39% (n = 330,000);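 active means inhibition of 50% or more; inactive means inhibition below 50%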;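 further: plate controls were induced DMSO wells for no effect and uninduced yeast grown without galactose for full effect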
# TIM10 inh: growth inhibitors of isogenic TIM10 control yeast, primary screen, counter-screen for tim10-1 yeast inhibitor project, luminescence, uHTS; inhibition, % at 10 µM; S. cerevisiae TIM10 strain growth, BacTiter-Glo luminescence, 24 h; actives 1.4% (n = 330,000);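 active means inhibition of 40% or more at the single tested concentration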;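 further: wild-type TIM10 isogenic control strain grown at permissive 25 °C; 0% = DMSO yeast wells and 100% = minimal medium wells without yeast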
# NR3A LBD binder: binders of NR3A ligand-binding domain, primary screen, biophysical, differential scanning fluorimetry, uHTS; NR3A LBD differential scanning fluorimetry, Tm shift; 0% = protein alone, 100% = glycine-bound protein; Tm shift relative to glycine control, % at 25 µM; Glutamate receptor ionotropic, NMDA 3A (GRIN3A) ligand-binding domain; actives 2.5% (n = 340,000);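 active means melting temperature shift of at least 10% of the positive control shift, at one fixed dose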
# beta cell repl: inducers of MIN6 beta-cell proliferation, primary screen, ATP luminescence, uHTS; MIN6 cells proliferation, ATPlite luminescence, 48 h; cells starved in 0.2% serum; 100% = growth in 10% serum; proliferation, % at 10 µM; actives 0.29% (n = 330,000);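 active means compounds whose signal lies at least 3.5 SD above the mean of all wells on their plate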;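 further: 0% = DMSO-treated cells in low-serum medium and 100% = 10% serum control; some compounds called inactive have numbers as strong as hits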
# APJ agonist: agonists of human apelin receptor APJ, primary screen, CHO-K1 cells, PathHunter beta-arrestin, luminescence | P35414 | 0% DMSO wells, 100% apelin | activation, % at 20 µM | actives 0.11% (n = 330,000) | AID 2520, 2010;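 active means activation more than six SD over the plate average, tested at 20 µM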;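 further: 0% = DMSO alone and 100% = apelin-13 at 10 nM; some results filed as inactive read as strong as hits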
#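 Assay system: CHO-K1 cells stably expressing ProLink-tagged human APJ and arrestin–beta-gal acceptor. Compound dosing: 20 µM single point, 1% DMSO. Times: 16-18 h seeding, 90 min dark compound exposure, 60 min detection. Detection: beta-gal luminescence. Evaluation: APJ–arrestin association signal. Controls: negative DMSO alone, positive Apelin-13 at 10 nM.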
# tim23-1 inh: growth inhibitors of tim23-1 mutant yeast, primary screen, luminescence, uHTS. S. cerevisiae tim23-1 growth, BacTiter-Glo luminescence, 24 h. inhibition, % at 20 µM. actives 1.3% (n = 330,000). AID 463212, 2010;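 active means growth inhibition of the mutant yeast at or above 50%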;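 further: temperature-sensitive mutant grown at 25 °C; plate controls were DMSO-treated mutant yeast for no effect and medium wells lacking yeast for full effect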
# MPTP block: mitochondrial permeability transition pore inhibitors, primary screen, biochemical, isolated mouse mitochondria, absorbance; Ca2+ swelling absorbance, 30 min; inhibition, % at 10 µM; actives 1.4% (n = 360,000);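 active means inhibition of 50% or more, scaled per plate between neutral and stimulator controls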;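 further: 0% = DMSO wells given calcium and 100% = 1 mM EGTA wells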
# tim10-1 inh: growth inhibitors of tim10-1 mutant yeast, primary screen, luminescence, uHTS; S. cerevisiae tim10-1 ts strain growth, BacTiter-Glo, 24 h; inhibition, % at 20 µM; actives 2.2% (n = 330,000); AID 463190, 2010;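 active means inhibition of at least 40%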;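 further: mutant grown at 25 °C; 0% = DMSO wells with yeast and 100% = wells holding no yeast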
# Active calls of the source: *.
# Sample of the layout (five entries):
SMILES,APJ antag,NLRP3 yeast inh,TIM10 inh,NR3A LBD binder,beta cell repl,APJ agonist,tim23-1 inh,MPTP block,tim10-1 inh
COC(=O)Cn1c(=O)c2c(n(Cc3ccccc3)c1=O)N/C(=C/c1ccc(OC)cc1)C2=O,14,-7,18,-1,-5,0,12,7.3,4
COc1ccc(NC(=O)C=C(C)C)cc1Cl,0,48,24,-17,-3,-3,28,-0.6,10
COc1cccc(C2C3=C(CC(C)(C)CC3=O)Nc3cc(OC)c(OC)cc32)c1 (centres undefined),0,5,2,-1,2,-3,12,-2.4,24
CN(CC(=O)Nc1cccc(F)c1)C(=O)c1ccccc1Sc1ccccc1C#N,-9,18,-4,3,-1,-4,21,0.1,11
COc1ccc(S(=O)(=O)Nc2ccc(S(=O)(=O)Nc3nccs3)cc2)cc1,16,21,-21,-26,5,-4,12,-0.2,-1

# Results, from the first entry:
SMILES,APJ antag,NLRP3 yeast inh,TIM10 inh,NR3A LBD binder,beta cell repl,APJ agonist,tim23-1 inh,MPTP block,tim10-1 inh
COC(=O)Cn1c(=O)c2c(n(Cc3ccccc3)c1=O)N/C(=C/c1ccc(OC)cc1)C2=O,14,-7,18,-1,-5,0,12,7.3,4
COc1ccc(NC(=O)C=C(C)C)cc1Cl,0,48,24,-17,-3,-3,28,-0.6,10
COc1cccc(C2C3=C(CC(C)(C)CC3=O)Nc3cc(OC)c(OC)cc32)c1 (centres undefined),0,5,2,-1,2,-3,12,-2.4,24
CN(CC(=O)Nc1cccc(F)c1)C(=O)c1ccccc1Sc1ccccc1C#N,-9,18,-4,3,-1,-4,21,0.1,11
COc1ccc(S(=O)(=O)Nc2ccc(S(=O)(=O)Nc3nccs3)cc2)cc1,16,21,-21,-26,5,-4,12,-0.2,-1
C[n+]1ccccc1/C=C1\Sc2ccccc2N1CCO,17,19,-5,-2,-5,-5,-10,-1.5,-14
Cc1cc(Br)ccc1NC(=O)CCS(=O)(=O)c1cccc2nonc12,6,31,-2,0,-4,1,-4,-0.3,12
CC(C)=CC(=O)Nc1nnc(-c2cccnc2)s1,6,2,1,-1,1,-7,-1,0.0,12
O=c1c2c3c(sc2nc2n1CCC2)CCCCC3,2,8,4,2,-1,-8,20,-2.0,18
Cn1c(=O)c2sccc2n2c(CCCC(=O)NCc3ccc(F)cc3)nnc12,-16,4,-16,0,-1,1,5,-0.8,0
CCC(OC(=O)c1nsc(Cl)c1Cl)C(=O)NC(C)(C)C (centres undefined),0,18,0,-21,-1,-2,6,-1.5,6
CCc1ccccc1N(CC(=O)Nc1cccnc1)S(=O)(=O)c1ccccc1,9,11,-6,12*,-1,-2,21,-0.1,19
CC(C)(C)SCCNS(=O)(=O)c1ccc(F)cc1,-17,9,14,-12,-2,-3,27,-0.3,14
O=C(Nn1c(O)c(C=C2N=c3ccccc3=N2)sc1=S)c1cccc(Cl)c1,6,18,-11,29*,-4,-1,-27,1.3,-2
CCCC(=O)Nc1ccc(C(=O)NCc2ccccc2Cl)cc1,33,10,-4,2,1,-3,12,-2.1,4
Cc1c(CN2CCCC(C)C2)c(O)n(CCO)c(=O)c1C#N (centres undefined),-28,11,-9,-1,0,0,-1,-1.3,5
CN1CCN(NS(=O)(=O)c2ccc(Cl)s2)CC1,15,-13,-10,-3,-3,-1,-7,-4.3,-19
O=C(NCc1cccnc1)c1ccc(COc2ccccc2Br)cc1,-6,38,9,0,-4,2,-11,13,28
O=C1CC(C(=O)Nc2ccc(O)c(C(=O)O)c2)C(c2ccccc2)O1 (centres undefined),-13,10,-13,-28,-1,1,-8,-1.3,-34
N#CCSc1ccccc1NC(=O)COC(=O)CCNC(=O)c1ccc([N+](=O)[O-])cc1,0,-1,2,1,2,6,4,0.0,-10
C=CCOC(=O)Cn1cnc2c(sc3nc(C)cc(C)c32)c1=O,-7,3,-13,-3,1,0,7,-1.1,0
Cc1ccc(OCC(=O)Nc2ccccc2Sc2ccc(Cl)cc2)c([N+](=O)[O-])n1,0,8,4,-6,0,3,31,3.8,29
CCN(c1ccccc1)S(=O)(=O)c1ccc(F)cc1,16,7,-29,1,-1,-3,2,0.6,3
O=C(CCn1cnc2ccccc2c1=O)Nc1cccc(Cl)c1Cl,3,5,-9,0,-2,-3,4,-3.5,-23
COc1cccc(C(=O)NCC(=O)N/N=C/c2cccc(OC(=O)c3ccc([N+](=O)[O-])cc3)c2)c1,-21,-11,8,4,1,9,5,1.8,9
CCC(=O)N1CCc2cc(S(=O)(=O)NCCC(=O)NCc3ccc(F)cc3)ccc21,-17,4,-7,0,2,0,14,-1.0,20
COC(=O)c1nc(-c2ccccc2)oc1N(C)C,-4,21,-8,-1,5,-4,1,-0.4,6
CCOC(=O)c1cnc2c(ccc3ccccc32)c1Cl,-2,27,13,-3,-1,-1,15,0.8,18
CCOC(=O)Cc1csc(NC(=S)NC(=O)c2ccc(Cl)cc2)n1,26,10,-2,-5,-4,-10,3,1.0,6
CS(=O)(=O)c1cccc(C(=O)Nc2ccccc2Cc2ccccc2)c1,-1,10,12,-2,2,-3,0,-0.9,8
COc1ccc(-c2onc3ccc(Br)cc23)cc1,-26,1,11,2,2,0,26,3.9,9
CCC(CC)C(=O)NN(C(=O)c1ccncc1)C1CC(=O)N(c2ccccc2)C1=O (centres undefined),18,4,19,1,0,-2,13,0.4,9
Nc1ccc(C(=O)Nc2cccc(NC(=O)c3ccc(N)cc3)c2)cc1,-1,9,0,10,-4,-4,9,0.1,-3
C=CCNc1ncnc2c1ncn2C1OC(CO)C(O)C1O (centres undefined),12,-8,-5,0,-1,-2,3,-2.3,6
CCC(=O)Nc1nonc1-c1nc2ccccc2n1CCC(C)C,26,-43,21,-4,-4,-6,7,0.8,-6
CN(C)S(=O)(=O)c1cccc(NC(=O)c2cc3c(=O)n4ccccc4nc3s2)c1,-25,11,4,-1,-3,1,-6,-0.6,2
CC(C)[C@H](NC(=O)OCc1ccccc1)C(=O)OCC(=O)Nc1ccc(N2CCOCC2)cc1,16,19,-1,-1,-3,-8,4,-0.8,7
CC(=O)NC(c1ccco1)c1cc(F)c2cccnc2c1O (centres undefined),-10,15,-5,2,-7,0,30,-3.0,27
COc1ccc(CCNC(=O)C(=O)c2c[nH]c3ccccc23)cc1OC,-18,11,11,1,1,1,16,-0.5,17
COc1ccc(S(=O)(=O)Nc2ccc3c(c2)CC(=O)N([C@@H](C)CO)C[C@H](C)[C@@H](CN(C)S(=O)(=O)c2ccc(F)cc2)O3)cc1,-1,8,-1,-2,-3,0,-1,-0.6,-4
Cc1ccc(Cc2nnc3n(-c4cccc(C)c4)nc(C(=O)c4ccccc4)n3c2=O)cc1,-10,18,13,0,-5,-1,16,4.6,22
C/C(=N\Nc1cccc([N+](=O)[O-])c1)c1cc2ccccc2o1,25,28,7,29*,-3,-4,0,4.0,2
N#Cc1ccccc1S(=O)(=O)N1CCN(C(=O)CN2CCCC2c2cccs2)CC1 (centres undefined),4,10,2,0,-2,-3,7,-0.8,5
CNC(=O)c1ccc(C)c(NC(=O)C2=C(C)OCCS2)c1,-7,2,-24,0,-3,-2,-2,1.3,-2
CC(C)C(=O)NNC(=O)CSc1nnnn1C(C)C,11,12,-7,-2,1,-4,-2,0.4,-3
COC(CNC(=O)c1cn(C)c2ccc(S(=O)(=O)N(C)C3CCCCC3)cc2c1=O)OC,12,-11,5,-2,-4,-1,-2,-0.8,-10
CCc1ccc(NC(=O)CN(c2cc(C)cc(C)c2)S(=O)(=O)c2c(C)[nH]c(=O)[nH]c2=O)cc1,16,10,13,-10,-3,4,2,0.4,12
CCN(CC(=O)NC1CCS(=O)(=O)C1)c1ccc(S(=O)(=O)N(CC)CC)cc1[N+](=O)[O-] (centres undefined),6,14,10,0,-5,2,12,-0.5,20
c1ccc(-n2ncc3c2ncn2nc(CSc4nc5ccccc5s4)nc32)cc1,20,4,-6,1,-3,-1,14,-0.3,10
Cc1cccnc1NC(=O)c1c(O)c2ccccc2n(C)c1=O,19,36,-47,0,-1,-1,-35,3.3,-85
CCOC(=O)c1cccc(NC(=O)Nc2ccc(OCC)cc2)c1,-4,11,11,20*,-3,-1,12,12,8
Cc1ccc2c(=O)c(C(=O)NCc3cccs3)c[nH]c2c1,-9,4,8,0,0,9,6,-0.5,12
COc1cc(OC)c(C2CC(=O)N3CN(c4ccc(C)cc4)CSC3=C2C#N)cc1OC (centres undefined),-23,7,13,9,-1,1,17,1.9,21
Cc1cccc(N(C)c2ccc3cc(S(=O)(=O)N4CCCC4)ccc3n2)c1,-21,68*,-7,-1,-6,-1,27,-0.1,2
CCc1ccccc1NC(=O)CN1CCN(C(=O)c2cccc(-n3cnnn3)c2)CC1,-7,22,8,1,-5,1,16,-1.9,5
CCCCN1C(=O)C(=O)N(CC(=O)Nc2sc(CC)cc2C(=O)OCC)C1=O,8,6,11,13*,1,-3,40,1.3,23
COc1ccccc1-c1nnc(SC2CCc3ccccc3NC2=O)s1 (centres undefined),-15,-7,2,-7,-3,-3,-2,13,19
O=C(NCc1ccc(F)cc1)c1cc(S(=O)(=O)N2CCCCC2)ccc1Cl,-1,2,2,1,5,-1,20,0.3,7
CC(=O)c1cccc(CN2CCN(Cc3ccc(F)cc3)C(CCO)C2)c1 (centres undefined),9,10,-10,-3,0,-1,0,-0.1,8
COc1ccc(CC(=O)N2CCN=C2SCc2cccc([N+](=O)[O-])c2)cc1,4,9,12,1,-4,-3,10,-0.6,16
# New compounds follow.
SMILES,APJ antag,NLRP3 yeast inh,TIM10 inh,NR3A LBD binder,beta cell repl,APJ agonist,tim23-1 inh,MPTP block,tim10-1 inh
O=C(COC(=O)CCc1nc2ccccc2c(=O)[nH]1)NCc1ccc(F)cc1,20,10,2,-1,-1,-6,12,0.7,3
COc1ccc(NC(=O)CSc2nnc(C3CC3)n2C)cc1S(=O)(=O)N1CCOCC1,-14,2,2,0,-1,-3,3,0.1,3
COc1cc(OC)c2c(-c3ccccc3)cc(=O)oc2c1,-26,-2,-32,1,2,-4,5,-0.3,-24
Cn1cc(Cl)c(C(=O)OCC(=O)Nc2cccc(Cl)c2)n1,-5,10,-1,-1,5,-2,0,0.0,0
Cc1ccc(C)c(NC(=O)c2ccc3nccnc3c2)c1,3,31,-8,1,-1,-1,12,-0.9,0
COc1ccc(Nc2cc(C)nc3ccc(OC)cc23)cc1,4,11,2,-1,-3,-2,25,2.5,13
N=c1n(CCN2CCCCC2)c2ccccc2n1CC(=O)c1ccc(Cl)c(Cl)c1,-7,40,-17,-2,-4,4,-35,-2.1,14
Cc1noc(C)c1C(=O)OCC(=O)N1CCc2ccccc21,-3,24,-3,-1,-4,-2,-4,-1.3,-14
C/C=C/c1ccc(OCCCN2C(=O)NC(C)(C)C2=O)c(OC)c1,13,16,-6,-1,0,-1,8,0.1,21
Cc1[nH]c2ccccc2c1/C=N/NC(=O)c1ccc(N)cc1,11,-1,6,11*,0,1,-9,1.3,11
